# Screening data (PubChem BioAssay)
# Cdc42 wt – human Cdc42 wildtype GTP binding change, either direction; 190,000 compounds, 0.2% hits; GST-Cdc42 beads, Bodipy-GTP binding, flow cytometry; actives lie on both sides; percent activity (GTP binding), % at 10 µM;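 active = percent activity GTP binding at least 20 points away from the 100% baseline, either down as inhibitor or up as activator; inconclusive = compound flagged as likely green fluorescent from well-wide comparison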;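 also: median bead fluorescence of bound Bodipy-FL-GTP at 100 nM; 0% = excess unlabeled GTP control and 100% = no compound control; below 100% means less GTP binding so inhibitor and above means activator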
# Target sequence (P60953 whole entry, looked up): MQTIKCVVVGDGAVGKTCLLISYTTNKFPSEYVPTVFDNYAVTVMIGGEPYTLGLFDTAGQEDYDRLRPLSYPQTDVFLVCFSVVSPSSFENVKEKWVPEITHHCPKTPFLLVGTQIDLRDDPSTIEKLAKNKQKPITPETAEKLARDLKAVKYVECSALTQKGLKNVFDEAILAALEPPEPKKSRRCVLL
# Pf gametocyte – inhibitors of late stage P. falciparum gametocyte viability; inhibition, % at 10.9 µM; 150,000 compounds, 0.065% hits; P. falciparum stage V gametocytes, ATP luminescence, 24 h; AID 743093;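 active = inhibition above the mean plus 3 SD of compounds within the control limits, set per campaign, cut at about 38% in these data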;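 also: 0% = DMSO wells and 100% = medium only without gametocytes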
# Rab2A wt mod – changes GTP binding to wildtype dog Rab2A, up or down | P61105 | GST-Rab2 wt beads, Bodipy-GTP binding, flow cytometry | GTP binding activity, % at 10 µM | 190,000 compounds, 0.19% hits;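 active = GTP binding activity at least 20 points away from 100%, either lowered or raised; inconclusive = signal likely due to the compound's own green fluorescence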;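 also: 0% = beads with excess unlabeled GTP and 100% = no-compound control corrected for plate trend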
# Rac1 wt modul – modulators of human Rac1 wildtype GTP binding; 190,000 compounds, 0.27% hits; GST-Rac1 beads, fluorescent GTP binding, flow cytometry; actives lie on both sides; 0 = cold GTP competed, 100 = untreated; AID 757; GTP binding activity (% of control), % at 10 µM; P63000;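 active = GTP binding activity at least 20 points away from the 100% control level, either lower or higher; inconclusive = compound flagged as likely green fluorescent, judged across all proteins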
# Rab7 wt GTP bind – modulators of GTP binding to dog Rab7 wildtype GTPase. 190,000 compounds, 0.055% hits. GST-Rab7 beads, fluorescent GTP binding, flow cytometry; actives lie on both sides; untreated = 100%, excess cold GTP = 0%. GTP binding activity (percent of control), % at 10 µM;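 active = fluorescent GTP binding to Rab7 beads changed by at least 20 points from the 100% baseline, either direction, mostly lower; inconclusive = compound itself probably fluorescent, or too few beads counted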;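 also: median green fluorescence of bound Bodipy-FL-GTP per Rab7 bead population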
# Mcl1-Noxa inh – disrupts binding of human Mcl-1 to Noxa peptide; Q07820; TR-FRET Mcl-1/Noxa peptide binding, 2 h; inhibition, % at 21.7 µM; 220,000 compounds, 1.5% hits; AID 1022;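 active = compounds that cut the protein-peptide binding signal by more than 50% relative to plate controls in a single-dose test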;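 also: His-tagged Mcl-1 with rhodamine Noxa BH3 peptide and terbium anti-His antibody; 0% = Mcl-1 plus Noxa peptide wells and 100% = peptide-only wells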
# Target sequence (Q07820 whole entry, looked up): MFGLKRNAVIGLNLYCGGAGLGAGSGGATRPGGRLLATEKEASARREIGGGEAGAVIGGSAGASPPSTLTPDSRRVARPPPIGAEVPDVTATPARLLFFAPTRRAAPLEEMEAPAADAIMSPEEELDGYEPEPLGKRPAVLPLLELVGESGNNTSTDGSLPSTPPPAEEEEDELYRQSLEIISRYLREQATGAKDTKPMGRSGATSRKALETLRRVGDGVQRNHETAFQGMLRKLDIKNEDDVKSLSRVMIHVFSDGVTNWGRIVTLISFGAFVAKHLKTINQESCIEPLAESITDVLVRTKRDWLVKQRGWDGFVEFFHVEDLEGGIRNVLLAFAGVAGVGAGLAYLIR
# Rac1 mut GTP – alters GTP binding to activated mutant human Rac1; P63000; GST-Rac1 activated beads, fluorescent GTP binding, flow cytometry; actives lie on both sides; 100% means binding = to untreated wells; percent activity (GTP binding), % at 10 µM; 190,000 compounds, 0.11% hits;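 active = GTP binding at least 20 percentage points away from the 100% baseline, in either direction, so actives lie on both sides; inconclusive = Compound likely fluorescent itself, or too few beads counted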
# HRas wt GTP – human HRas wildtype GTP binding, change in either direction. P01112. GST-Ras wt beads, Bodipy-FL-GTP binding, flow cytometry; actives lie on both sides. GTP binding activity, % at 10 µM. 190,000 compounds, 0.14% hits. AID 759;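 active = GTP binding activity at least 20% away from the 100% baseline, either lowered as inhibitor or raised as activator; inconclusive = flagged as likely green fluorescent, judged across all proteins in the well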;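 also: 0% = unlabeled GTP competition control and 100% = no-compound control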
# Target sequence (P01112 whole entry, looked up): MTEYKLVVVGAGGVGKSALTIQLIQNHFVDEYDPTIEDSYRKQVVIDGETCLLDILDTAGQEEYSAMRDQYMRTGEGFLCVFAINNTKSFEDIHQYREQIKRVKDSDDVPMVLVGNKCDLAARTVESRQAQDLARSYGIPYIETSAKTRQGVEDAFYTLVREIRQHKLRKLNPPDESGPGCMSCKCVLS
# Mcl1-Bid inh – Mcl-1/Bid interaction inhibition; inhibition, % at 21.7 µM; AID 1021; 220,000 compounds, 0.97% hits; Q07820; TR-FRET Mcl-1/Bid-Dy647 peptide binding, 1536-well;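 active = compounds that cut the binding signal by more than half at the single screening dose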;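 also: His-tagged Mcl-1 with europium anti-His antibody binding Bid BH3 peptide; 0% = Mcl-1 plus peptide wells and 100% = peptide-only wells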
# Avidin fluor – avidin bead compound fluorescence profile; AID 1775; fluorescence (KMESF) at 10 µM; 220,000 compounds, 0.38% hits; Avidin beads, compound fluorescence 488/530 nm, flow cytometry; hits give high values; in the data active = fluorescence above about 47; also: inactives centre near 10
# GSH fluor – compound fluoresces at 488/530 nm on GSH beads | fluorescence (KMESF) at 10 µM | GSH beads flow cytometry, compound fluorescence 488/530 nm; hits give high values | 190,000 compounds, 0.25% hits; in the data active = fluorescence above about 89;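 also: glutathione beads carrying GST-tagged Bcl family fusion proteins plus one bare bead set; values are compound well signal with DMSO vehicle wells as background; inactives centre near 16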
# * marks the source's active call; other numbers are inactive results; ? = inconclusive; . = not tested or not shown.
SMILES,Cdc42 wt,Pf gametocyte,Rab2A wt mod,Rac1 wt modul,Rab7 wt GTP bind,Mcl1-Noxa inh,Rac1 mut GTP,HRas wt GTP,Mcl1-Bid inh,Avidin fluor,GSH fluor
C=CCCC(=O)Nc1nc(C)c(-c2csc(Nc3ccc(Cl)cc3)n2)s1,95,-14,95,96,96,21,96,99,-20,10,32
Cn1c(=O)c2ncn(CC(=O)Nc3cccc(-c4nc5ccccc5s4)c3)c2n(C)c1=O,100,.,97,103,97,64*,99,97,-40,9,48
CCCSc1cc(=O)n(-c2ccccc2)nc1C(=O)O,98,-3,97,96,96,12,98,96,-15,13,13
Cc1ccc(Nc2c(-c3ccc(N4CCOCC4)cc3)nc3ncccn23)cc1,103,.,102,109,95,35,102,102,-12,6,15
CC(C)NC(=O)c1cc(C(=O)c2cc(Cl)ccc2O)coc1=N,105,-12,103,104,105,-13,98,105,-77,14,14
COc1ccc(S(=O)(=O)N2CCN(c3ccc4nnc(-c5ccc(F)cc5)n4n3)CC2)cc1,98,.,101,105,96,-32,98,100,-11,7,13
COc1ccc(N=C2NC(=O)/C(=C\C=C\c3ccccc3)S2)cc1,95,8,98,95,94,11,96,97,11,6,10
Cc1cccc(C(=O)NCC(c2ccco2)N(C)C)c1 (stereo not given),96,-15,97,92,103,7,92,92,-18,7,12
COc1ccc(N2CCN(Cc3nc(-c4ccccc4)no3)CC2)cc1,100,10,100,100,95,14,96,95,-28,11,13
O=c1c([N+](=O)[O-])cc(C(F)(F)F)cn1Cc1c(Cl)cccc1Cl,99,.,99,100,95,26,98,99,-12,11,35
O=C(Nc1ccc([N+](=O)[O-])cc1)C1C(c2ccccc2)=C1c1ccccc1,104,.,102,102,99,9,100,102,-33,6,26
Cc1ccc(NC2=NCC(=O)N2CCc2ccccc2)cc1C,93,-12,96,94,97,9,96,96,25,4,44
CCOC(=O)c1cnn(-c2nc3c(C)cccc3s2)c1C,104,.,101,104,99,-3,99,101,-21,35,9
CN(C)c1ccc2c(O)cc(=O)n(C)c2c1,100,.,103,105,102,40,98,101,-11,8,12
CCOc1ncccc1C(=O)OCC(=O)NC(=O)NC(C)C,96,.,95,105,104,4,96,98,3,10,12
Clc1ccccc1CSc1nc2ccncc2[nH]1,103,.,103,104,106,18,101,102,5,7,25
CCCCNC(=O)C1CCCN1C(=O)Nc1cccc(OC)c1 (stereo not given),100,8,100,101,100,-3,97,100,5,6,36
COc1ccc(CCNC(=O)NC(C(F)(F)F)C(F)(F)F)cc1OC,97,-22,98,100,101,4,96,101,-7,11,8
O=C(N/N=C/c1ccccc1)c1ccc(N2CCOCC2)c([N+](=O)[O-])c1,96,19,98,98,97,20,97,98,-6,3,7
CC1CC(C)CN(C(=O)COC(=O)c2cccc([N+](=O)[O-])c2)C1 (stereo not given),93,10,95,96,102,-2,93,94,-3,6,7
COCCNC(=O)c1cc2sccc2n1C,97,1,100,92,103,1,95,98,-44,6,12
COc1ccc(NC(=O)CN2CCN(c3ccccc3F)CC2)cc1,105,-36,102,106,98,11,101,100,-14,30,20
COc1ccc(Br)cc1CNc1ccc(O)cc1,95,.,92,92,94,30,93,92,-1,1,29
O=C(NC1CCCC1)c1cc(Cl)ccc1[N+](=O)[O-],?,.,?,?,?,11,?,?,0,12,16
CCCCNC(=O)C1CCN(S(=O)(=O)c2c(C)noc2/C=C\c2ccc(OC)cc2)CC1,105,.,102,105,99,-2,100,101,-9,11,25
O=C(O)c1nc(N2CCCC2)ncc1Cl,101,.,101,104,101,5,101,102,-9,5,33
CSc1cccc(NC(=O)C2CCN(S(=O)(=O)c3ccc(F)cc3)CC2)c1,97,.,94,93,94,0,93,96,-11,13,31
CCOC(=O)N1CCN(C(=O)Cn2ccc3ccccc3c2=O)CC1,107,.,103,110,101,1,103,104,-45,12,30
CC1=NN(C(=O)CSCc2ccccc2)C(O)(c2ccc(Cl)cc2)C1 (stereo not given),98,.,96,100,95,13,93,93,-16,5,13
Cn1c(=O)[nH]c(=O)c2c1nc(CN1CCN(c3cccc(Cl)c3)CC1)n2CCc1ccccc1,100,.,101,102,103,20,98,102,-13,20,26
O=C(CCCn1c(=O)c2ccccc2n(Cc2ccccc2)c1=O)NCc1ccco1,101,-4,98,101,100,-1,98,99,-18,60*,10
Cn1c(NC(=O)c2cc(Br)ccc2Cl)cc(=O)n(C)c1=O,101,.,100,103,101,19,99,101,-18,7,20
Cc1cc(C)n2nc(C(=O)Nc3nnc(C4CC4)s3)nc2n1,102,.,101,101,99,9,99,99,-18,9,12
O=c1oc2c3c4c(cc2s1)CCCN4CCC3,97,5,93,95,95,51*,93,95,-16,4,56
Cc1cc(C)nc(SCC(=O)NN)n1,104,7,103,103,105,-6,98,99,-8,12,14
O=C(O)CCc1nn2c3ccccc3nc2n(CCN2CCCCC2)c1=O,103,.,99,100,97,22,100,99,-3,37,16
COc1ccc(CN2CCC(=O)NC2=O)cc1,101,.,96,98,95,12,95,97,9,13,27
COc1ccc(NC(=O)c2ccc(-n3c(C)ccc3C)cc2)c(OC)c1,93,.,95,96,94,11,95,93,-9,21,9
Cc1nc(N2CCC(C(N)=O)CC2)c2c(-c3cccs3)csc2n1,97,4,99,100,98,6,93,94,-19,.,13
Cc1cccc2c(C(=O)Nc3ccc(Br)cc3)cc(-c3ccccn3)nc12,96,-6,97,95,101,0,92,94,-30,8,16
O=C(Cn1nnc2ccccc21)Nc1ccc(Cl)cn1,91,.,92,95,90,3,94,95,-14,7,15
CCOC(=O)c1cccc(-c2ccc(C=O)o2)c1,99,28,101,106,104,-10,100,100,13,13,20
CCO[C@H]1OC(C(=O)NCc2ccccc2)=C[C@@H](C2CCCCC2)[C@@H]1CCCO,93,.,97,95,94,-18,95,94,-6,7,20
S=c1[nH]nc(CCc2ccccc2)n1Cc1ccccc1,109,.,109,108,104,5,102,107,-17,36,19
CCC(=O)OCC(=O)Nc1cc([N+](=O)[O-])ccc1OC,97,2,96,99,94,-10,97,96,-4,12,15
O=C(NC(=S)Nc1ccc(S(=O)(=O)N2CCCCC2)cc1)c1ccccc1,103,3,104,100,102,-9,100,104,-13,9,15
C/C(Nc1ccc(Cl)cc1)=C(/C#N)C(N)=O,104,.,98,107,103,-1,97,101,-11,12,42
CC(C)c1ccc(NC(=S)NC2CCN(Cc3ccccc3)CC2)cc1,100,-19,99,100,102,-2,103,100,-19,14,12
CC(C)(C)Nc1nc(Oc2ccc(=O)n(-c3ccccc3)n2)nc(N2CCOCC2)n1,99,.,101,104,99,0,101,101,-15,.,17
NC(=O)C1CCN(CC(=O)NC2CCCc3ccccc32)CC1 (stereo not given),98,13,98,99,103,22,99,100,-23,9,13
CCc1c(C)nc2cc(-c3ccc(OC)c(OC)c3)nn2c1NCC1CC1,106,-10,104,106,98,18,102,105,-7,37,17
COC(=O)c1ccc2c(=O)n(CCCN3CCOCC3)c(=S)[nH]c2c1,110,.,107,107,102,5,104,107,-35,11,20
O=C(O)c1n[nH]c2ccccc12,98,-6,98,101,100,0,97,99,7,6,39
COc1ccc(/C=C(/C#N)C(=O)Nc2ccc(C)cc2C)cc1C(=O)O,99,.,97,97,98,20,94,99,2,6,37
Cc1ccc(Oc2cc([N+](=O)[O-])cc3c2C(=O)Nc2ccccc2O3)cc1,94,-22,96,98,99,36,97,95,-1,6,10
O=[N+]([O-])c1ccc(N2CCOCC2)c(S(=O)(=O)N2CCOCC2)c1,98,-16,97,101,99,23,94,94,7,6,23
O=C(NCC1CCCO1)C1CCN(S(=O)(=O)c2cccc3cccnc23)CC1 (stereo not given),100,.,99,101,99,17,97,99,-13,4,22
CCOC(=O)Cc1c(C)nc2cc(-c3ccc(C)cc3)[nH]n2c1=O,101,.,100,100,99,3,97,102,-11,7,15
CC(=O)Nc1ccc(-c2csc(Nc3ccc(Cl)cn3)n2)cc1,96,.,95,95,97,49,95,93,7,21,11
COc1cc(N/C=C(\C(C)=O)c2ccccc2)cc(OC)c1,99,.,96,92,96,3,95,98,-12,22,27

# Next part:
SMILES,Cdc42 wt,Pf gametocyte,Rab2A wt mod,Rac1 wt modul,Rab7 wt GTP bind,Mcl1-Noxa inh,Rac1 mut GTP,HRas wt GTP,Mcl1-Bid inh,Avidin fluor,GSH fluor
CCOC(=O)C(Sc1nn(C)c(=S)s1)C(C)=O (stereo not given),100,4,99,96,98,.,96,99,11,9,25
CCCn1nnc(NC(=O)c2cccc(OCC)c2)n1,105,-4,103,105,102,-4,99,102,-4,32,32
O=C1CC(N2CCC(c3nc4ccccc4s3)CC2)C(=O)N1 (stereo not given),104,.,101,103,100,0,100,101,-16,11,24
Cc1ccc(C(=O)NC(=S)NCC2CCCO2)cc1 (stereo not given),104,-6,99,105,97,1,103,102,-112,13,10
Cc1ccc(S(=O)(=O)N2CCN(C(=O)/C=C/c3ccco3)CC2)cc1,103,-22,99,104,99,13,98,97,-19,11,12
COc1cccc(C2C=C(c3ccc(Br)s3)Nc3ncnn32)c1OC (stereo not given),99,.,98,99,94,-13,97,99,-9,10,19
CCOC(=O)N1CCN(C(=O)CCN2C(=O)COc3ccccc32)CC1,99,.,98,98,98,14,97,97,-28,29,15
CCOC(=O)C1(Cc2ccc(OC)cc2)CCN(C(=O)c2cccc3nccnc23)CC1,100,12,100,98,105,-3,97,97,-40,6,18
Cc1cccn2cc(COc3ccc(-c4ccccc4)cc3)nc12,94,5,99,97,110,11,94,98,-8,5,20
COc1ccc(CC(=O)NC2CCCc3ccccc32)cc1 (stereo not given),95,-3,97,96,94,15,94,94,-9,10,15
COc1ccc(-n2nc3c(N)n[nH]c3cc2=O)cc1,98,20,101,102,110,21,94,98,-12,9,15
COc1cc(NS(=O)(=O)c2ccc(NC(=O)CN3C(=O)c4ccccc4C3=O)cc2)nc(OC)n1,95,-10,97,97,104,8,95,97,-3,11,12
O=C(OCC(=O)N1CCN(C(=O)c2ccco2)CC1)c1cc(-c2ccco2)nc2ccccc12,101,.,101,100,100,99*,99,103,-1,5,14
COc1ccc(CC(=O)OCC(=O)c2ccc(OC)cc2)cc1,.,-7,.,.,.,4,.,.,-18,4,13
Cc1cccc(C2c3[nH]c4ccccc4c3CCN2C(=O)c2nn(C)c(=O)c3ccccc23)n1 (stereo not given),93,3,96,94,92,-15,93,96,-20,6,9
COc1ccccc1-c1noc(-c2cccs2)n1,99,.,93,94,90,5,93,96,-40,34,13
